# High-throughput results as filed in PubChem.
# RXFP1 ag – agonists of human relaxin receptor RXFP1 | HEK293T-RXFP1 cAMP TR-FRET, 30 min; response scale: percent of porcine relaxin response, buffer zero | Potency, µM (top dose mostly 57.5 µM), inactives show at the top dose activation, most hits filed as activators | 370,000 tested, 0.3% active | AID 2676; note: potency is the fitted concentration of half-maximal effect; % is set by controls: 0 for no effect and ±100 for the full control effect; nearly all actives have a fitted effect of over 60% in size; many of its hits are not listed in these tables
# Target sequence (Q9HBX9 whole entry, looked up): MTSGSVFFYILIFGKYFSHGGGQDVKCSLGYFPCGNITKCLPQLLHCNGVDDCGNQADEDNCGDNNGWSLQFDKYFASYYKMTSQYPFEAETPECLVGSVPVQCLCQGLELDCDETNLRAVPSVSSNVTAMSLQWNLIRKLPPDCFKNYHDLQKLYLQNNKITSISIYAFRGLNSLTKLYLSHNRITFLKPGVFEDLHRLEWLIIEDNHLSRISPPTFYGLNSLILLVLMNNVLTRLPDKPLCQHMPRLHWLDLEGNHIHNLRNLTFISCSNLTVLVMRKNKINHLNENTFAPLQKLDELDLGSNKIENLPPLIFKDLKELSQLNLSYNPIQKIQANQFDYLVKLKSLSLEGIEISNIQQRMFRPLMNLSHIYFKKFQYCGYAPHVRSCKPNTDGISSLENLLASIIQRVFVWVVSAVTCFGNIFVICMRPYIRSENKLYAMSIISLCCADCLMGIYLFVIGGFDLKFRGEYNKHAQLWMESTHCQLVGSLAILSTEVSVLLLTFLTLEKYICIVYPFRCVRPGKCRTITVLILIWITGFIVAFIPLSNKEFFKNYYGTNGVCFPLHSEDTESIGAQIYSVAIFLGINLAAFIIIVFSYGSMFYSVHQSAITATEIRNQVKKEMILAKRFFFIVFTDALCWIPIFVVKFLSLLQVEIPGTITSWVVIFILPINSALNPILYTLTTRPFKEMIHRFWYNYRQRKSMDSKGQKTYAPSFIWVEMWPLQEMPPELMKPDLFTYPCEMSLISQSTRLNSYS
#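 Agonist response is measured as cAMP accumulation in an RXFP1-transfected HEK293T line under PDE4 inhibition. Values are scaled between buffer-only and 29 nM porcine relaxin, and EC50s come from standard Hill equation fits.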
# D1 potentiator – enhances dopamine response at the human D1 receptor; P21728; HEK293 TREx D1 cells, calcium flux, dopamine EC20 potentiation; potentiation, % at 10 µM; 360,000 tested, 0.036% active; AID 504651; in the data active = potentiation above about 30%; note: 0% is about no effect
# D2 potentiator – D2 dopamine receptor (human) potentiation. potentiation, % at 10 µM. 340,000 tested, 0.34% active. HEK293 T-REx D2, calcium flux, EC20 dopamine potentiation. P14416;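 active = potentiation over 3 SD above the plate norm, cut at about 30% in these data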; note: 0% is about no effect
#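 Calcium flux readout, no-wash dye, 1 read/s. Inducible HEK293 Trex D2 line, overnight 30 C. Compound alone 180 s (agonist flags), then EC20 dopamine, another 180 s to score potentiation.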
# RXFP1 antag – RXFP1 (human) relaxin receptor antagonism | Q9HBX9 | HEK293-RXFP1, relaxin-stimulated cAMP HTRF, 30 min; hits give low values | activity change, negative = inhibition, % at 57.5 µM | 350,000 tested, 0.59% active;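 active = activity change of -60% or lower, but not beyond a set lower limit; inconclusive = change between -60% and -40%, or beyond the set limit; inactive = change above -40%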; note: % is set by controls: 0 for no effect and ±100 for the full control effect
# D1 ag – human D1 receptor agonism; AID 504660; P21728; 360,000 tested, 1% active; activation, % at 2 µM; HEK293 T-REx D1 cells, calcium flux, agonist mode; in the data active = activation above about 30%; note: 0% is about no effect
#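 Agonism was scored from calcium flux recorded over 180 s (1 read/s) after pintool compound addition, following a 10-cycle baseline. Cells were inducible force-coupled HEK293 TREx D1, plated overnight at 30 C and loaded with no-wash calcium dye.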
# D1 antagonist – human D1 dopamine receptor antagonism; AID 504652; HEK293 TREx D1 cells, calcium flux, dopamine EC80; hits give low values; 360,000 tested, 3.2% active; P21728; activity change, negative = inhibition, % at 10 µM; in the data active = activity change below about -30%; note: % is set by controls: 0 for no effect and ±100 for the full control effect
#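 Compound effects on dopamine-evoked calcium signalling were measured in tetracycline-induced HEK293 Trex D1 cells. Dopamine at EC80 followed a 180 s compound pre-read, and fluorescence was tracked kinetically for 180 s more.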
# TRHR ag – agonists of human TRH receptor; P34981; TRHR cells, calcium flux fluo-8, FDSS agonist mode; activation, % at 2 µM; 360,000 tested, 0.18% active; in the data active = activation above about 30%; note: 0% is about no effect
#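 TRHR-expressing cells loaded with fluo-8 calcium dye; 23 nL library compound pin-transferred, kinetic FDSS fluorescence (Ex 480/Em 530) recorded about 180 s for agonist-induced calcium release, before a 10 nM TRH EC20 addition for potentiator mode.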
# TRHR PAM – TRH receptor (human) allosteric enhancement; AID 493056; TRHR cells, fluo-8 calcium fluorescence, EC20 TRH enhancement; 360,000 tested, 0.66% active; enhancement, % at 2 µM; P34981; in the data active = enhancement above about 30%; note: 0% is about no effect
#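 Enhancer read-out: after compound pinning and an initial kinetic agonist-mode read, an EC20 of TRH (10 nM final) was injected and fluo-8 calcium signal (Ex 480/Em 530) followed at 1 s/cycle for 100 cycles in TRHR-expressing cells.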
# Anesthetic bind – candidate novel general anesthetic via apoferritin binding | P02791 | apoferritin/1-aminoanthracene competitive binding, fluorescence | Potency, µM (series often up to 77.5 µM), for inactives: at the top dose activity change, negative = displacement, usual class: inhibitors | 350,000 tested, 0.074% active | AID 485281; note: potency is the fitted concentration of half-maximal effect; % is set by controls: 0 for no effect and ±100 for the full control effect; nearly all actives have a fitted effect of over 20% in size
# Target sequence (P02791 2-175 limits assumed): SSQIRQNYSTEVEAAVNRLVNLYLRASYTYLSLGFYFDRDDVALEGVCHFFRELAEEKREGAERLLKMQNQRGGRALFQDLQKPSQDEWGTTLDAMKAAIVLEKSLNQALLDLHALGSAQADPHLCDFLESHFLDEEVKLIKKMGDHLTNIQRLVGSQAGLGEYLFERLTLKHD
#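 Horse-spleen apoferritin (10 uM) in 50% saturated 1-aminoanthracene in PBS was incubated 10 min at room temperature with compound. Fluorescence (ex 380, em 535 nm) was normalized to free and bound 1-AMA, with concentration-response fitted by a four-parameter Hill equation.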
# * hit, by the source's call; u = inconclusive; x = not tested or not shown; [ ] = remark or other dose. Unless noted, calls come from the whole dose curve; as a rule, active = well fitted curve in the direction sought with a large enough effect; inconclusive = small, poorly fitted or top-dose-only effect, or another doubt; inactive = no such curve, though single readings can be large; an effect the other way counts as inactive or inconclusive. These rows are one share of the data, so the mix of outcomes need not match the whole.
SMILES,RXFP1 ag,D1 potentiator,D2 potentiator,RXFP1 antag,D1 ag,D1 antagonist,TRHR ag,TRHR PAM,Anesthetic bind
COc1ccccc1NC(=O)Nc1nc(CC(=O)NCc2ccccn2)cs1,2.0%,-2,-5,-12,2,37,0.2,-6,x
Cc1ccc(CNC(=O)CSc2nc3[nH]ncc3c(=O)[nH]2)cc1,0.0%,-7,17,-1,-1,-3,0.2,1,-3%
COc1ccc(C(C)(C)C)cc1NC(=O)COC(=O)C(C)C,0.4%,-4,-9,-8,0,8,0.7,-1,-13%
CCOC(=O)N1CCC(NC(=O)C2CCCN(S(=O)(=O)c3ccc4c(c3)oc(=O)n4C)C2)CC1 (stereo unspecified),1.1%,-6,-2,-8,-1,2,-0.3,14,-5%
CCn1c(SCC(=O)N2CCN(c3ccccc3)CC2)nnc1-c1ccoc1C,1.2%,-1,10,5,0,0,-0.5,-8,-14%
NC(=O)NC(CC(=O)NCCc1ccccn1)c1ccccc1Cl (stereo unspecified),2.0%,-1,13,8,4,-7,-0.3,14,0%
CCOC(=O)c1c(C)oc2nc(C)nc(NCCc3ccc(Cl)cc3)c12,-1.4%,2,3,-3,0,-12,0.2,8,-13%
Cc1cc(C)c(NC(=O)C(=O)NCc2ccco2)c(C)c1,-0.3%,5,8,-4,2,11,-1.2,-2,-3%
CCC(C)(C)c1nnc(NC(=O)C2CCN(C(=O)c3ccco3)CC2)s1,-0.3%,-6,8,-12,5,-5,0.6,-2,7%
Cc1cc(C)cc(-n2c(SCC(=O)NCc3ccc4c(c3)OCO4)nc3ccccc3c2=O)c1,2.0%,-13,-2,14,4,-37*,-1.3,-3,-9%
O=C(CN1CCN(S(=O)(=O)c2ccc(Br)cc2)CC1)N/N=C/c1cccnc1,-1.3%,-7,-2,2,-1,-8,-0.6,5,0%
O=S(=O)(c1ccc(-n2cnnn2)cc1)N1CCC(N2CCCCC2)CC1,-0.6%,-3,-2,-1,5,-13,0.2,-4,1%
CCCCOc1ccc(CON(C(C)=O)C(C)=O)cc1Cl,0.3%,-8,6,13,0,-10,-0.3,-6,-3%
CN(CC(=O)Nc1cccc(F)c1)CC(=O)Nc1ccc(Cl)cc1[N+](=O)[O-],1.9%,-6,-2,9,9,3,-2.0,-2,u
COc1ccc(NC(=O)CSc2nccn2Cc2ccccc2)c(OC)c1,5.5%,-7,4,-14,9,-36*,-0.1,1,-10%
CCC(=O)c1ccc2ncccc2c1,2.9%,-8,2,7,0,-30*,0.1,-5,-5%
O=S(=O)(c1ccc(NCC2CCCCC2)nc1)N1CCOCC1,1.9%,10,19,-14,0,11,-0.1,-4,u
CC1=C(c2ccc(C)cc2)S(=O)(=O)N(Cc2ccc(C(=O)Nc3ccc(C)c(F)c3)cc2)C1=O,2.0%,-6,-18,-13,11,-10,1.3,-12,-13%
CCOCCCNC(=O)c1ccc(Br)cc1,-2.0%,-7,-1,-8,0,-2,0.8,-3,-7%
O=[N+]([O-])c1ccc(Sc2nnnn2-c2ccccc2)nc1,5.1%,-2,5,23,5,1,0.2,1,-17%
Cc1cccc(NC(=S)N(CCN2CCOCC2)Cc2cc3cc4c(cc3[nH]c2=O)OCCO4)c1,-1.4%,-6,16,-17,3,1,-0.8,34*,-1%
COc1ccc(-c2noc(C3CCCN(C(=O)c4ccccc4C)C3)n2)cc1 (stereo unspecified),1.3%,-2,1,-9,10,0,-1.8,-8,-17%
NC(=O)NC(CC(=O)NCCCc1ccccc1)c1ccccc1Cl (stereo unspecified),2.4%,2,19,-5,2,-11,-1.5,7,-7%
COc1ccc(-n2c(SCC(=O)NC3CC3)nc3ccccc3c2=O)cc1OC,0.7%,x,0,-6,26,8,-0.3,-2,x
CC(=O)c1ccc(NC(=O)c2nc(-c3ccccc3)n(-c3ccc(Cl)cc3)n2)cc1,8.0%,-1,4,x,3,1,-0.1,6,-2%
CN(CC1CCCO1)S(=O)(=O)c1ccc(C(=O)Nc2ccc([N+](=O)[O-])cc2)cc1 (stereo unspecified),-1.0%,-8,12,-13,18,-32*,1.2,-3,-19%
COc1cc(C(=O)NCc2cn3cccc(C)c3n2)cc(OC)c1OC,0.1%,-6,-6,1,2,-26,-0.1,2,0%
COC(=O)C1=CN(Cc2ccc(OC)cc2)C=C(C(=O)OC)C1c1cc(OC)c(OC)c(OC)c1,6.7%,0,-3,2,6,2,0.6,2,95%[activator]
OC(COc1ccc(Cl)cc1)CSc1ccccn1 (stereo unspecified),0.1%,-8,12,4,2,-13,0.2,6,2%
O=S(=O)(Nc1ccncc1Cl)c1cccc(Cl)c1Cl,1.4%,-5,x,28,1,2,0.2,0,-6%

# Single values from above:
# RXFP1 ag with CCn1c(SCC(=O)N2CCN(c3ccccc3)CC2)nnc1-c1ccoc1C = 1.2%
# D1 ag with COc1ccc(NC(=O)CSc2nccn2Cc2ccccc2)c(OC)c1 = 9

# The list continues.
SMILES,RXFP1 ag,D1 potentiator,D2 potentiator,RXFP1 antag,D1 ag,D1 antagonist,TRHR ag,TRHR PAM,Anesthetic bind
O=C(NCCCNc1ccc(C(F)(F)F)cc1[N+](=O)[O-])c1cc(F)c(F)cc1Cl,2.9%,-5,6,-3,16,-43*,1.3,-1,u
COc1cc(C(C)=O)ccc1OCC(=O)OCCCOC(=O)COc1ccc(C(C)=O)cc1OC,1.1%,-1,2,-23,2,7,-1.0,1,-7%
CC(=O)NCCC1CCN(C(=O)c2cc(COc3ccc(C)nc3)on2)CC1,2.7%,-7,x,9,2,-6,0.3,-19,-11%
COc1ccc(-c2oc3ccc(-c4cc(OC)c(OC)c(OC)c4)cc3c2C(=O)c2ccc(OC)nc2)cc1,1.6%,7,x,x,4,-11,0.4,5,-12%
O=C1c2ccccc2S(=O)(=O)N1CC1CC(c2ccccc2Cl)=NO1 (stereo unspecified),1.5%,-6,0,-2,7,-8,-0.8,-5,-18%
Cc1ccc(N2C(=O)Nc3cc(Cl)c(Cl)cc3N2O)cc1Cl,4.0%,-2,11,-10,3,-1,0.4,6,-17%
CS(=O)(=O)N1CCN(c2ccccc2NC(=O)CSc2ccc(Cl)cc2)CC1,-0.1%,6,3,6,3,4,0.8,0,-11%
COc1ccc(-c2cc(N3C(=O)Nc4ccccc4N3O)n[nH]2)cc1OC,0.2%,2,1,0,0,-9,0.9,8,3%
CCOC(=O)Nc1ccc2c(C)cc(=O)oc2c1,0.3%,-10,-2,-27,0,0,0.7,6,-2%
CCOP(=O)(OCC)c1nc(-c2cccc([N+](=O)[O-])c2)oc1N1CCCCC1,-2.5%,-1,x,7,-4,19,-0.2,-1,-14%
O=C(NCc1nnc(SCC(=O)N2CCCCCC2)o1)c1ccco1,0.2%,-5,-3,-3,3,2,0.4,-5,-11%
C=CCc1cccc(C=Nc2cc(Br)ccc2O)c1O,-0.6%,3,-2,-11,6,7,0.3,0,-9%
CC(C)c1nc(N2CCOCC2)c(C#N)c2c1CCC2,-0.5%,2,2,-18,3,3,-0.1,10,-22%
COc1cccc(C(=O)OC2CCN(C)CC2)c1,2.3%,-2,10,6,1,8,-0.3,-1,-4%
CCN(CC)c1ccc2ccc(=O)oc2c1,10%,-1,9,-1,1,-6,-0.3,0,356%[activator]
O=C(NCc1ccco1)c1ccc2c(c1)N(Cc1ccccc1)C(=O)CS2=O (stereo unspecified),-0.3%,-7,-9,2,1,-6,0.5,1,-18%
COc1ccc(N=C(C)C2=C(O)COC2=O)cc1,-1.3%,-7,2,-15,3,5,0.2,1,-9%
Cn1nccc1C(=O)Nc1sc2c(c1C(N)=O)CCCC2,5.0%,-2,14,-1,2,2,32*,2,-7%
c1cncc(Nc2nc(-c3cccnc3)cs2)c1,-0.7%,-2,-1,10,0,-5,0.2,5,-7%
Cn1cc([N+](=O)[O-])c(C(=O)Nc2sc3c(c2C#N)CCC3)n1,0.1%,-1,4,2,1,2,0.7,12,0%
CC(=O)Nc1c(O)nc(SCC(=O)N2CCCCC2)[nH]c1=O,-0.3%,-3,-10,4,2,-7,0.5,1,x
CN1C(=O)N(C)C2(c3ccccc3)N(C)C(=O)NC12c1ccccc1 (stereo unspecified),-0.6%,3,-9,-17,4,3,1.5,-3,-9%
CN(Cc1ccccc1)C(=O)c1ccc(NC(=O)Cc2cccc(NC(=O)C3CCCN(C(=O)CCc4ccccc4)C3)c2)cc1 (stereo unspecified),0.9%,-4,10,x,8,-33*,0.9,0,x
O=C(COC(=O)c1ccc([N+](=O)[O-])o1)Nc1cccc(S(=O)(=O)N2CCOCC2)c1,-0.1%,2,-4,4,5,0,0.4,2,-16%
CC(C)COP(=O)(c1ccc(N(C)C)cc1)C(O)c1ccccc1 (stereo unspecified),5.9%,-6,0,0,3,-6,0.9,2,-2%
CNS(=O)(=O)c1ccc(NS(=O)(=O)c2ccccc2F)cc1,1.1%,-6,-6,9,4,-19,1.1,1,-19%
Cc1ccc(C(=O)NNC(=O)C2CCN(c3nc(C)cc(C)n3)CC2)cc1,1.1%,-1,-1,3,0,7,-0.1,3,-4%
COc1ccc(NC(=O)c2c(C(F)(F)F)nn(C)c2Cl)cc1,-2.7%,0,-3,-19,7,8,0.5,6,-1%
CCN(CC(=O)Nc1ccc(NC(C)=O)cc1)C(=O)C12CC3CC(CC(Cl)(C3)C1)C2,0.7%,2,-4,5,3,5,0.0,3,-7%
COc1cc(NC(=O)c2ccc3c(c2)OCO3)ccc1NC(=O)c1cccs1,2.5%,-3,-4,-24,1,8,-0.3,-1,-3%
O=C(Cn1nc(C(F)F)cc1C1CC1)NCCC1=CCCCC1,0.0%,-3,-4,-17,0,0,-0.2,1,1%
Cc1cc(C)c(NC(=O)COc2nncc3ccccc23)c(C)c1,2.3%,-4,10,20,2,5,0.0,3,-9%
CCOC(=O)CSc1ccc(C(=O)NCCN2CCOCC2)cc1[N+](=O)[O-],-0.4%,-5,5,3,4,1,-1.2,9,-1%

# Sorted by length of the SMILES (low to high): some entries from above.
SMILES,RXFP1 ag,D1 potentiator,D2 potentiator,RXFP1 antag,D1 ag,D1 antagonist,TRHR ag,TRHR PAM,Anesthetic bind
O=C(CN1CCN(S(=O)(=O)c2ccc(Br)cc2)CC1)N/N=C/c1cccnc1,-1.3%,-7,-2,2,-1,-8,-0.6,5,0%
CN(CC(=O)Nc1cccc(F)c1)CC(=O)Nc1ccc(Cl)cc1[N+](=O)[O-],1.9%,-6,-2,9,9,3,-2.0,-2,u
CN(CC1CCCO1)S(=O)(=O)c1ccc(C(=O)Nc2ccc([N+](=O)[O-])cc2)cc1 (stereo unspecified),-1.0%,-8,12,-13,18,-32*,1.2,-3,-19%
